# PvdQ inh = P. aeruginosa PvdQ acylase inhibitors, primary screen, biochemical, fluorescence, plate reader and imaging, single point. PvdQ acylase [Pseudomonas aeruginosa LESB58]. purified PvdQ acylase. inhibition, % at 10 µM. 0.063% of 340,000 active; in the data active means inhibition above about 30%, passing the limit was not always enough;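 further: 0% = vehicle neutral wells and 100% = reference inhibitor wells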
# NSD2 HMT inh = NSD2 histone methyltransferase inhibitors, primary screen, biochemical, AlphaScreen, single concentration, set 2 | Histone-lysine N-methyltransferase NSD2 (Homo sapiens), O96028 | NSD2 peptide methylation, 120 min | inhibition, % at 12.5 µM | 0.54% of 310,000 active | AID 743445, 2014; in the data active means inhibition above about 50%
# V-ATPase pHluor = regulators of yeast V-ATPase proton pumping, primary screen, pHLuorin cytosolic pH fluorescence | S. cerevisiae | response, % at 10 µM | 0.37% of 350,000 active; in the data active means response mostly above about 7.3%, no sharp cut-off; inactive means mostly below about 5.4%; further: actives read high; inactives centre near 0; some compounds called inactive have numbers as strong as hits; reference of the scale not given here
# CDK5 p35 inh = inhibitors of human CDK5/p35 kinase, primary screen, biochemical, single concentration; inhibition, % at 10 µM; Cyclin-dependent kinase 5 (Homo sapiens) + Cyclin-dependent kinase 5 activator 1 (Homo …; 0.01% of 330,000 active; Recombinant CDK5/p35, ADP-Glo luminescence, 60 min;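 active means highest replicate inhibition of at least 50% and at least 75% of replicates reaching 50%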;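 further: plate controls were DMSO neutral control for no effect and GW8510 at 10 µM for full effect; many of its hits are not listed in these tables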
# Target sequence (Q00535 whole entry, looked up): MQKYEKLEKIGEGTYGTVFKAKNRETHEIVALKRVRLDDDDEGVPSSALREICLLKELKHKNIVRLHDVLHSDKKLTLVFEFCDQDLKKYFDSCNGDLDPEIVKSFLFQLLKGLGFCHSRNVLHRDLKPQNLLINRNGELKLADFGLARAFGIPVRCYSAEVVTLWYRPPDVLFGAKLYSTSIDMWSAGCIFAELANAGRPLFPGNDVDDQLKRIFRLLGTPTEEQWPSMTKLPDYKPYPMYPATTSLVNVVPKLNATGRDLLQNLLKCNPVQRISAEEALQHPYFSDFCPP
# Target sequence (Q15078 whole entry, looked up): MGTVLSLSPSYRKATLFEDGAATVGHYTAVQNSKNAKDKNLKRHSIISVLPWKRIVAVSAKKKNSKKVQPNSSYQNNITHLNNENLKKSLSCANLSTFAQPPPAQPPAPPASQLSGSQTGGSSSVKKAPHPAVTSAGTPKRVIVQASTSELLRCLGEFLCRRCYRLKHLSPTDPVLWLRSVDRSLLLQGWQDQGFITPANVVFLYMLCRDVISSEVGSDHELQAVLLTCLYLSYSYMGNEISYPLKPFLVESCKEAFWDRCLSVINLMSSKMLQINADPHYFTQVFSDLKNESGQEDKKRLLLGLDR
# MITF TRPM1 HTS = activators of MITF-driven TRPM1 promoter reporter, primary screen, cell-based, SK-MEL-5, luciferase, single point. SK-MEL-5 TRPM1-promoter luciferase, 24 h; % of positive control, neutral wells = 0. activation, % at 12.5 µM. 0.75% of 300,000 active. AID 588334, 2011;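 active means mean activation of at least 80% with every replicate also reaching 80%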;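 further: 0% = neutral control wells and 100% = parthenolide positive control wells; values of inactives mirror those of a sister screen read the other way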
# dFosB act = activators of delta FosB homodimer, primary screen, biochemical, fluorescence polarization, TAMRA-CDK5 oligo, single point; purified delta FosB; percent of positive-control signal above neutral wells; 0.99% of 340,000 active; activation, % at 25 µM; Protein FosB (Mus musculus), P13346;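 active means mean activation above about 17%, with every replicate also reaching it, limit read from the data, passing the limit was not always enough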;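 further: fluorescence polarization rise as delta FosB binds a TAMRA Cdk5 AP-1 oligo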
# SR-BI DiI inh = inhibitors of SR-BI mediated HDL lipid uptake, primary screen, ldlA[mSR-BI] cells, fluorescence, single point. ldlA[mSR-BI] CHO cells, DiI-HDL uptake fluorescence, 3 h. AID 488896, 2010. 0.96% of 320,000 active. inhibition, % at 12.5 µM. Scavenger receptor class B member 1 (Mus musculus), Q61009;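 active means mean replicate inhibition of at least 70% and a set share of replicates each scoring 70 or more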;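 further: 0% = median of neutral control wells and 100% = median of positive control wells; values of inactives mirror those of a sister screen read the other way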
# HTR5A ag = HTR5A agonists in luminescence cell assay, primary screen, counter-screen for OPRM1-OPRD1 heterodimer agonist project, full-deck HTS | cell-based | activation, % at 9.3 µM | 0.61% of 340,000 active | AID 504692, 2011; in the data active means activation mostly above about 9.5%, no sharp cut-off; inactive means mostly below about 7.6%;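 further: 0% = cells with vehicle only and 100% = reference agonist; strong numbers were not always called active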
# Target sequence (P47898 whole entry, looked up): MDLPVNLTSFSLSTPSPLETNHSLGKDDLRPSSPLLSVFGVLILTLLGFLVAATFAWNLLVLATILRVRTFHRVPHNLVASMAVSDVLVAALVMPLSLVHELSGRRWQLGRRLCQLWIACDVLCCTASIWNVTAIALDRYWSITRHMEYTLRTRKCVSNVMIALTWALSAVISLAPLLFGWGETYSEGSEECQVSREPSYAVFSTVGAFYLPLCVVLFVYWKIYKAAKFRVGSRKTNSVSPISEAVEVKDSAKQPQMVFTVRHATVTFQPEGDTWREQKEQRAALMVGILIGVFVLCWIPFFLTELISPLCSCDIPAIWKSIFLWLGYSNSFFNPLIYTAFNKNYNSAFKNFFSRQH
# Wnt act = Wnt/beta-catenin pathway activators, primary screen, cell-based, plate reader, single point | 1.2% of 300,000 active | Wnt/beta-catenin reporter cell assay, activator | activation, % at 9.35 µM | AID 743398, 2014; in the data active means activation above about 30%, passing the limit was not always enough;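 further: 0% = neutral control wells and 100% = positive control wells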
# HTR5A inv ctr = HTR5A inverse agonists in luminescence cell assay, primary screen, counter-screen for OPRM1-OPRD1 heterodimer inverse agonist project, full-deck HTS | inhibition, % at 9.3 µM | 0.083% of 340,000 active | 5-hydroxytryptamine receptor 5A (Homo sapiens), P47898 | HTR5A cell line, inverse agonism | AID 504634, 2011; in the data active means inhibition mostly above about 23%, no sharp cut-off; inactive means mostly below about 18%;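 further: 0% = cells with DMSO and 100% = no-cell wells with DMSO; some compounds called inactive have numbers as strong as hits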
# Starred values were filed as active, the others as inactive; · = no result given.
SMILES,PvdQ inh,NSD2 HMT inh,V-ATPase pHluor,CDK5 p35 inh,MITF TRPM1 HTS,dFosB act,SR-BI DiI inh,HTR5A ag,Wnt act,HTR5A inv ctr
Cc1ccccc1NC(=S)NC(NC(=O)N(C)C)C(Cl)(Cl)Cl (stereo not drawn),-15,5,5,-2.3,-10,-2,-35,-4,·,-36
Cc1cc(OC(C)C(=O)NCc2ccccn2)c2c(C)cc(=O)oc2c1 (stereo not drawn),-25,-2,-2,1.7,-7,-2,-7,2,-2,-17
O=C(OCC(=O)c1cccs1)c1ccc(NC(=O)c2ccco2)cc1,4,18,0,-1.0,·,-7,29,-2,14,3
COc1ccccc1C(=O)NC(=S)/C=C1/N(C)c2ccccc2C1(C)C,5,6,-1,0.7,-12,0,36,-1,-1,11
Cc1ccc(S(=O)(=O)N(C)C)cc1NC(=O)COC(=O)COc1ccc2c(c1)CCC2,2,-1,1,-9.2,2,-8,2,-13,1,31
CCSc1nc2ccccc2n1CCOc1ccccc1,-1,-7,1,-1.3,·,-5,4,5,·,-18
COC(=O)C1=C(C)N=C2SC(C#N)=C(N)N2C1c1ccc(OC)cc1 (stereo not drawn),3,2,-2,-1.6,6,0,·,-5,·,-20
COc1ccc(S(=O)(=O)N2CCOC2CNC(=O)C(=O)NCCc2c[nH]c3ccccc23)cc1C (stereo not drawn),-1,·,1,-0.1,-14,-6,17,4,21,-60
COc1ccc2c(C)c(C(=O)N3CC[C@@H](N4CCC(O)CC4)[C@H](O)C3)oc2c1,-16,0,-4,-0.5,-9,4,-6,-3,-2,6
O=C(c1ccccc1)N1CC(COc2ccccc2)OC(c2cccnc2)O1 (stereo not drawn),-12,-1,0,0.1,·,-4,-11,-2,1,-8
CCOC(=O)/C(C#N)=C\c1ccc(N2CCN(C)CC2)cc1,0,3,-8,-0.8,-3,5,-4,-2,12,4
CN(c1cccnc1)c1ncnc2[nH]ncc12,-10,1,-4,-2.1,14,5,-12,10,-2,-29
CCC(=O)N1N=C(c2ccc(NS(C)(=O)=O)cc2)CC1c1ccc(N(C)C)cc1 (stereo not drawn),-8,1,9,-0.5,21,-5,28,1,10,-4
O=C(Nc1ccccc1)Nc1nnc(Cc2ccc(F)cc2)s1,0,-6,-3,-3.4,·,4,11,6,-1,34
COc1ccc(OC)c(C(=O)NC(CC(N)=O)c2ccc(NCc3ccccn3)c([N+](=O)[O-])c2)c1 (stereo not drawn),-9,·,0,-0.4,4,-8,16,-2,-2,4
O=C(Nc1ccccc1)C1=C[C@H](c2csc3ccccc23)C[C@H](OCc2ccc(CO)cc2)O1,-14,·,2,-0.4,-6,0,-20,1,-3,-1
Cc1ccc(CNC(=O)C2CCN(S(=O)(=O)N3CC(C)CC(C)C3)CC2)cc1 (stereo not drawn),-15,2,-2,-0.4,5,-8,-6,1,0,-4
O=C(NCCc1ccccc1)C1CCN(C(=O)c2ccc([N+](=O)[O-])cc2)CC1,2,11,-3,-0.9,-2,-4,3,4,-2,-11
CC(=O)N1CCN(S(=O)(=O)c2cccc(C(=O)NC3CCCC3)c2)CC1,-7,0,-2,-2.8,·,-4,-10,-3,-2,-27
CC(C)C(=O)Nc1nnc(SCC(=O)NCc2cccs2)s1,-13,0,-1,0.7,·,-4,-2,1,-6,4
CN(C)c1ccc(C(=S)N2CCCCCC2)cc1,20,4,-2,6.6,·,4,5,0,·,-6
O=C(C/C=N/OCc1ccccc1F)c1cnc(-c2ccc(Cl)cc2)s1,-10,-4,2,0.3,11,-17,14,5,·,8
CC12CCC(C(=O)Nc3cc(Cl)ccc3Cl)(C(Br)C1=O)C2(C)C (stereo not drawn),-3,-3,-2,-0.8,-1,-4,12,-7,-10,1
CCCN1C(=S)SC(C)(C)C1/[N+]([O-])=C/c1cccnc1 (stereo not drawn),8,2,-3,1.3,-5,-4,4,0,-12,-6
CC(C)(C)c1ccc(C(=O)NC(=S)Nc2nc3c(s2)CCCC3)cc1,20,1,2,-0.6,-11,-10,39,2,-9,-4
N#CCCN(C(=O)CN1CCN(S(=O)(=O)c2ccc(Cl)s2)CC1)c1ccc(F)cc1,-10,0,0,0.4,13,-6,-26,-3,1,0
O=S(NCc1ccco1)C12CC3CC(CC(C3)C1)C2 (stereo not drawn),4,·,2,-0.8,-4,4,-23,-1,1,40*
Cc1cc(C)c2c(n1)sc1c(=O)n(Cc3ccc(F)cc3)cnc12,-6,-1,1,0.3,·,-18,2,4,1,-8
CC1CC(C)CN(C(=O)C2CCCN(S(=O)(=O)c3cnc[nH]3)C2)C1 (stereo not drawn),-11,·,3,-4.9,2,2,11,5,1,-25
c1ccc(Cc2noc(CN3CCCN(C4Cc5ccccc5C4)CC3)n2)cc1,-6,2,0,1.3,-14,-13,6,2,-3,10
O=C(NCCN1CCOCC1)Nc1ccc(Cl)cc1,-9,-6,-7,-0.4,21,-2,2,-3,2,-4
CCCSc1nnc(CN2CCOCC2)n1C,-12,-1,2,-0.5,1,2,-20,3,-1,-11
COc1ccc(S(=O)(=O)NCCCCC(=O)O)cc1C(=O)O,-12,-2,-3,2.7,-4,6,3,-1,1,2
Cc1oc2cc(OCc3cnn(-c4ccccc4)c3)ccc2c(=O)c1Oc1ccccc1F,-15,-2,-1,-1.1,-13,3,-5,0,-2,-1
O=P(O)(C(O)c1ccccc1)C(O)c1ccccc1 (stereo not drawn),2,·,2,0.3,-11,-8,-24,1,2,-4
CCOC(=O)C1=C(C)N(c2ccc(OC)cc2)C(=O)/C1=C\c1ccc(O)c(OCC)c1,-10,19,-4,1.8,1,-11,10,0,9,1
Cc1cc(C)c(S(C)(=O)=O)c(N(C)NC(=O)c2c(F)cccc2F)n1,-15,-3,0,0.1,1,-9,-14,-4,-2,9
O=C(Nc1ccccc1Cl)N(Cc1nc2ccccc2c(=O)[nH]1)Cc1cccs1,12,-1,-4,2.8,7,33*,11,0,-3,1
O=C(O)c1csc(-c2ccccc2)n1,-10,0,-1,-1.1,-3,5,-6,4,3,-25
O=C(CNCc1cccs1)Nc1cc(S(=O)(=O)N2CCCC2)ccc1Cl,-6,1,2,-2.9,-3,-9,39,-2,-5,6
CCCCn1c(NCc2ccccc2O)nc2ccccc21,-13,·,-1,-0.6,·,-9,15,1,2,7
COP(=O)(OC)C(Nc1cc(Cl)cc(Cl)c1)c1cccc(O)c1 (stereo not drawn),3,-1,-2,-0.4,6,-7,-22,-1,-4,1
C[C@H]1CN(S(=O)C(C)(C)C)[C@@H](CCO)/C1=C\c1ccccc1 (stereo partly drawn),-12,·,-2,-0.2,16,6,0,4,-2,-14
CCc1ccc(CN(C)Cc2nc(COc3ccccc3)no2)nc1,-14,2,-2,-1.1,-5,1,-9,1,-1,-4
COc1ccccc1C/C(N)=N/OC(=O)COc1ccc2ccccc2c1,-17,-1,·,-0.5,-2,-14,-6,2,2,6
O=C(Cn1cccc1C(=O)c1ccccc1)NCCC1=CCCCC1,-9,-4,3,0.1,4,-5,7,4,-2,-9
COC(=O)C(F)(Sc1c(C)n(C)n(-c2ccccc2)c1=O)C(F)(F)F (stereo not drawn),-2,·,3,0.7,-14,-2,19,-3,-2,6
CC(=O)Nc1ccc(NC(=O)Cn2cnc(S(=O)(=O)N3CCOCC3)c2)cc1,-2,-3,5,-1.4,5,-6,-12,5,-1,7

# Already shown: entries from further up.
SMILES,PvdQ inh,NSD2 HMT inh,V-ATPase pHluor,CDK5 p35 inh,MITF TRPM1 HTS,dFosB act,SR-BI DiI inh,HTR5A ag,Wnt act,HTR5A inv ctr
COC(=O)C(F)(Sc1c(C)n(C)n(-c2ccccc2)c1=O)C(F)(F)F (stereo not drawn),-2,·,3,0.7,-14,-2,19,-3,-2,6
CC(=O)Nc1ccc(NC(=O)Cn2cnc(S(=O)(=O)N3CCOCC3)c2)cc1,-2,-3,5,-1.4,5,-6,-12,5,-1,7

# The list goes on:
SMILES,PvdQ inh,NSD2 HMT inh,V-ATPase pHluor,CDK5 p35 inh,MITF TRPM1 HTS,dFosB act,SR-BI DiI inh,HTR5A ag,Wnt act,HTR5A inv ctr
O=C1C=C(c2ccc(Oc3ccccc3)cc2)C[C@@H](c2ccc3c(c2)OCO3)C1,-16,·,4,1.9,2,-12,21,-1,0,-4
COc1ccc(CNC(=O)c2sccc2-c2ccccc2)cc1OC,-14,-2,-1,-0.7,-5,-10,-2,3,-2,-9
CCn1c(=O)cc(C(F)(F)F)[nH]c1=S,-2,-8,-1,0.9,-5,-6,0,-1,-1,3
C=CCOc1ccc(/C=C/C(=O)OCC(=O)N(C)CC(=O)Nc2ccccc2Cl)cc1,-12,-1,3,-0.1,-4,-12,10,4,-9,-16
CCOc1ccc(CCNC(=O)COC(=O)CSc2ccccc2C)cc1OCC,-19,-1,4,0.3,0,-9,0,1,-2,20
Cc1cc(C(=O)NC2CCCCC2C)c2ccccc2n1 (stereo not drawn),-6,2,-2,-1.0,-22,-5,-23,3,-2,7
O=C(NCc1cccc(Cl)c1)c1cc(COc2ccc3ncccc3c2)on1,-9,1,-2,-2.1,-10,-12,38,8,-3,-23
CCOc1ncccc1C(=O)OCC(=O)Nc1c(C)cc(C)cc1C,3,2,2,2.7,·,5,-24,1,·,-4
COC(=O)c1c(NC(=O)CSc2nnnn2-c2ccc3c(c2)OCO3)sc(C)c1C,-6,-1,4,1.5,-11,-3,1,10,-1,-9
COC(=O)c1cc(OC)c(OC)cc1NC(=O)CN1CCOCC1,-15,-2,4,-0.9,1,-3,8,-8,·,-17
Cn1c(SCC(=O)Nc2ccc(NC(=O)c3ccccc3F)cc2)nnc1-c1ccncc1,-4,·,-3,-7.3,·,0,·,-5,·,13
Cc1cc(C)nc(N2CCC(C(=O)Nc3ccc(Oc4ccccc4)cc3)CC2)n1,-7,5,0,1.0,-7,0,14,0,-1,6
COc1ccc(-c2noc(CCN3C(=O)c4ccccc4C3=O)n2)cc1OC,-20,-3,2,-2.3,·,-9,41,-2,·,17
CCOc1ccccc1NS(=O)(=O)N(C)C,4,-1,4,-0.3,·,4,-19,-4,·,-17
CCCN1C(=O)c2ccccc2NC1c1ccc(Br)cc1 (stereo not drawn),-3,-2,-2,-2.0,1,-8,0,1,0,-5
Cc1ccccc1OCc1nc2ccccc2n1C,-8,0,2,0.4,61,-4,-18,-1,19,-31
COC(=O)/C(=C1/Oc2ccc(C)cc2S1)C(F)(F)F,2,·,3,-1.5,62,5,-4,5,6,-2
COc1ccc(C(=O)CSc2ccc3nnc(-c4cccnc4)n3n2)cc1,8,-2,5,-0.6,10,-2,-23,2,-3,5
O=C(CSc1ncnc2c1cnn2CCO)Nc1cccc(C(F)(F)F)c1,0,-1,-1,0.0,4,9,1,3,0,-25

# Taken from above:
# In dFosB act, `COc1ccc(C(=O)CSc2ccc3nnc(-c4cccnc4)n3n2)cc1` has the entry -2
# In NSD2 HMT inh, `CCOc1ccccc1NS(=O)(=O)N(C)C` has the entry -1

# From PubChem
